High-throughput results (PubChem BioAssay)
PABP1 MLLE inh = inhibitors of PABP1 MLLE–PAM2 peptide binding, primary screen, biochemical, fluorescence polarization, FITC-PAM2, GST-MLLE; Polyadenylate-binding protein 1 (Homo sapiens), P11940; inhibition, % at 20 µM; hit rate 0.36% among 360,000; in the data active means inhibition above about 35%, passing the limit was not always enough;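 further: plate controls were DMSO wells with GST-MLLE for no effect and wells lacking GST-MLLE protein for full effect; some results filed as inactive read as strong as hits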
SKN-1 inh = suppressors of acrylamide-induced Pgst-4::GFP reporter in worms, primary screen, SKN-1 inhibitor project, whole organism, uHTS, GFP/RFP fluorescence ratio, strain VP596; hit rate 0.49% among 360,000; inhibition, % at 21.8 µM; C. elegans VP596 Pgst-4::GFP/RFP ratio, 24 h; AID 624304, 2012;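 active means interference check ratio from 0.5 to 1.5 plus GFP to RFP signal ratio inhibition reaching or exceeding a fixed threshold, cut at about 30% in these data, passing the limit was not always enough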; further: some compounds called inactive have numbers as strong as hits
CSN inh = inhibitors of CSN-mediated cullin deneddylation, primary screen, biochemical, fluorescence polarization, uHTS; COP9 signalosome complex subunit 5 (Homo sapiens), Q92905; Purified CSN, SCF-Nedd8-OG deneddylation; inhibition, % at 12.5 µM; hit rate 0.38% among 360,000; AID 651999, 2013;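 active means pattern-corrected inhibition above about 35%, with an unprinted fluorescence ratio check between 0.5 and 1.5, limit read from the data, passing the limit was not always enough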;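 further: 0% = enzyme with substrate and 100% = substrate without enzyme; some results filed as inactive read as strong as hits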
Target sequence (Q92905 whole entry, looked up, one chain of several): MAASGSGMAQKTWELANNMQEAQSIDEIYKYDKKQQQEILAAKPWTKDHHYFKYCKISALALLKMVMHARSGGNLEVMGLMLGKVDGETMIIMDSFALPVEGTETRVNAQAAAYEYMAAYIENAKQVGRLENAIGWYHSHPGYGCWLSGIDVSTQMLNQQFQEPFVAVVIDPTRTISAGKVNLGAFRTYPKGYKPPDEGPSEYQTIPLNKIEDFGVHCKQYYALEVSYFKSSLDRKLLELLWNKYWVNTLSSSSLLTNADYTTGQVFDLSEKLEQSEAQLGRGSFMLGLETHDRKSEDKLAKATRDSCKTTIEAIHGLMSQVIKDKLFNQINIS
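assay system = purified human Csn5 enzyme expressed in HEK293T cells | amount = 0.24 nM enzyme | buffer or medium = Tris/NaCl/DTT buffer, pH 7.5 | reagent = 10 nM SCFSkp2-Nedd8OG | compound = one concentration, 12.5 µM, 0.25% DMSO | times = 90 min reaction at room temperature | signal = FP | read-out basis = % inhibition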
Rpn11 inh = Rpn11 (PSMD14) deubiquitinase inhibitors, primary screen, biochemical, fluorescence polarization, uHTS. 26S proteasome non-ATPase regulatory subunit 14 (Homo sapiens), O00487. human 26S proteasome, Ub4-pepOG fluorescence polarization; 20S core pre-blocked with epoxomicin. calls only at 20 µM. hit rate 0.59% among 360,000. AID 588493, 2011;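 active means inhibition at 20 µM, scaled to each plate's controls, above about 33%, limit read from the data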
MT1-MMP act inh = blockers of MT1-MMP proenzyme processing, primary screen, HT1080 RFP-PRO-GFP cells, GFP/RFP fluorescence; AID 651647, 2012; hit rate 0.061% among 360,000; GFP/RFP ratio change, % at 20 µM; GFP/RFP ratio fluorescence, overnight; percent of plate control window, DMSO zero; Matrix metalloproteinase-14 (Homo sapiens), P50281;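 active means GFP/RFP ratio change of at least 30% with cell ATP level not reduced by more than half and red fluorescence within 50% of control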; further: strong numbers were not always called active
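Compound: 20 µM single dose, 1% DMSO / System: HT1080 RFP-PRO-GFP cells / Controls: DMSO and RFP-L50D-GFP cell wells / Read-out basis: GFP/RFP fluorescence ratio / Schedule: overnight compound exposure at 37 °C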
FAS TE block = FAS thioesterase domain inhibitors, primary screen, biochemical, fluorescence intensity, uHTS. Fatty acid synthase (Homo sapiens), P49327. recombinant FAS-TE, OMFH fluorogenic substrate, fluorescence endpoint. inhibition, % at 15 µM. hit rate 0.67% among 360,000. AID 602261, 2012;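 active means compounds whose normalised, plate-corrected inhibition of enzyme fluorescence in the single-dose primary screen is 50% or more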;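 further: 0% = DMSO with enzyme and 100% = substrate without enzyme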
Neddyl block = inhibitors of cullin neddylation, primary screen, biochemical, TR-FRET, uHTS, NAE and Ubc12; calls only at 25 µM; hit rate 0.58% among 360,000; in the data active means inhibition above about 36%
Target sequence (P61081 whole entry, looked up): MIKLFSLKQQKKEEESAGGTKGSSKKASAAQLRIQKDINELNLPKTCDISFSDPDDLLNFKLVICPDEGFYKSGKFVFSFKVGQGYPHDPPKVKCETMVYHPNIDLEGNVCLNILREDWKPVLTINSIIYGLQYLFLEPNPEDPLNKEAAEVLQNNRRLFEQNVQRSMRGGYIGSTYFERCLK
Target sequence (Q13564 whole entry, looked up): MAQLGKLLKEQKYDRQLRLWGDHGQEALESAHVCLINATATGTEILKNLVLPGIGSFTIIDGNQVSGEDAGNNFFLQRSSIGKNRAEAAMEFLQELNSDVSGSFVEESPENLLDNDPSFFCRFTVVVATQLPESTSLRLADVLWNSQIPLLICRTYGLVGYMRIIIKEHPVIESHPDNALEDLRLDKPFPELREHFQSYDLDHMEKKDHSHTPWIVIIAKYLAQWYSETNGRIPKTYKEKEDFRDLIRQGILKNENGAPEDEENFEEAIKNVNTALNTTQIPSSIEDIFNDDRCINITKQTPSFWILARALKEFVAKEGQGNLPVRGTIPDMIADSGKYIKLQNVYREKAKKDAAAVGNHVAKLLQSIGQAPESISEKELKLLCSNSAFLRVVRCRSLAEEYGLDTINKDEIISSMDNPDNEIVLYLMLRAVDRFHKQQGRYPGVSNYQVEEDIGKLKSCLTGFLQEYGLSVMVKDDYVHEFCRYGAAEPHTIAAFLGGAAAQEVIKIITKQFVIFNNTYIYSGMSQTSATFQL
Rin1 Abl inh = inhibitors of Rin1-Abl protein binding, primary screen, biochemical, TR-FRET | hit rate 0.4% among 360,000 | AID 588664, 2011 | inhibition, % at 7.35 µM | Tyrosine-protein kinase ABL1 (Homo sapiens) + Ras and Rab interactor 1 (Homo sapiens), …; in the data active means inhibition above about 5%, passing the limit was not always enough
NadD block = inhibitors of S. aureus NadD, primary screen, biochemical, colorimetric, uHTS | hit rate 0.78% among 360,000 | Nicotinate-nucleotide adenylyltransferase NadD (Staphylococcus aureus N315) | purified NadD enzyme, colorimetric absorbance read-out | inhibition, % at 20 µM; in the data active means inhibition above about 26%; further: some compounds past the cut are filed as inactive
Numbers without * were called inactive; i = inactive; x = not tested or not shown.

Start of the listing, in advance:
SMILES	PABP1 MLLE inh	SKN-1 inh	CSN inh	Rpn11 inh	MT1-MMP act inh	FAS TE block	Neddyl block	Rin1 Abl inh	NadD block
COc1ccc(N(CC(=O)NCCC(C)C)C(=O)c2snc(C(=O)NC3CCCCC3)c2N)c(OC)c1	1.0	-2.4	3.4	i	-5.9	15.8	i	1.4	-2.6
COc1ccc(Br)c(C(=O)OCC(=O)NC2CC2)c1	11.6	3.0	-5.8	i	-1.1	-9.8	i	7.4	1.8
Cc1ccc(CNC(=O)C(=O)Nc2nccs2)cc1	-8.5	-7.1	-0.2	i	2.3	-5.1	i	-1.9	0.6
COc1ccc(NC(=S)NCCc2c[nH]c3ccccc23)c(OC)c1	-66.6	1.6	2.7	i	-0.6	-2.4	i	1.5	-2.2

The list itself, repeating the preview:
SMILES	PABP1 MLLE inh	SKN-1 inh	CSN inh	Rpn11 inh	MT1-MMP act inh	FAS TE block	Neddyl block	Rin1 Abl inh	NadD block
COc1ccc(N(CC(=O)NCCC(C)C)C(=O)c2snc(C(=O)NC3CCCCC3)c2N)c(OC)c1	1.0	-2.4	3.4	i	-5.9	15.8	i	1.4	-2.6
COc1ccc(Br)c(C(=O)OCC(=O)NC2CC2)c1	11.6	3.0	-5.8	i	-1.1	-9.8	i	7.4	1.8
Cc1ccc(CNC(=O)C(=O)Nc2nccs2)cc1	-8.5	-7.1	-0.2	i	2.3	-5.1	i	-1.9	0.6
COc1ccc(NC(=S)NCCc2c[nH]c3ccccc23)c(OC)c1	-66.6	1.6	2.7	i	-0.6	-2.4	i	1.5	-2.2
CCN(CC)CCOC(=O)c1ccc(NC(=O)CCNC(=O)Cn2ccc3ccccc3c2=O)cc1	-6.7	12.6	3.2	i	-2.9	-3.7	i	-2.3	-3.3
CCOc1ccc(CN2CCNC(=O)C2CC(=O)NCCN2CCOC2=O)cc1 (centres undefined)	13.7	5.6	0.6	i	-0.5	1.7	i	-1.3	-7.1
Cc1ccc(C2(CC(=O)O)CCOC(C)(C)C2)cc1 (centres undefined)	0.9	-15.2	-0.6	i	0.4	-8.6	i	-2.0	0.8
CCOc1ccc(S(=O)(=O)NCCC(=O)NC(C)CCc2ccccc2)cc1 (centres undefined)	8.8	14.0	-0.6	i	-1.2	7.0	i	-0.2	-2.4
CSCCC(NS(=O)(=O)c1ccc(Cl)cc1)C(=O)OCC(=O)N1CCCc2ccccc21 (centres undefined)	18.5	1.9	-1.6	i	-4.2	29.4	i	3.4	-8.6
CCCCNC(=O)COC(=O)c1ccc(F)cc1Cl	0.6	-5.8	3.6	i	-8.3	1.2	i	0.1	3.4
CN1CCN(C2=Nc3c(Cl)cc(Cl)c4cccc2c34)CC1	-0.3	17.1	12.7	i	-28.3	-6.1	i	-10.5	-1.9
CS(=O)(=O)N(CC(=O)NCc1ccccn1)c1ccc2c(c1)OCCO2	8.3	0.8	0.6	i	1.0	-9.3	i	0.1	-0.9
COC(=O)C1=C(C)Nc2c(c(=O)n(C)c(=O)n2C)C1c1ccc(C)cc1 (centres undefined)	3.0	-1.1	-1.0	i	-0.4	-5.9	i	0.7	-7.3
Cc1cc(C(=O)Nc2c(F)cc(F)cc2Br)cs1	1.8	7.5	-0.1	i	-3.3	-4.4	i	-2.0	3.3
Cc1cccc(-c2csc(N)c2C(=O)OC(C)C)c1	29.7	16.0	-3.6	i	6.3	15.9	i	0.1	-5.7
COC(=O)c1cc2c(ccn2-c2ccc(F)cc2)n1Cc1ccc(C#N)cc1	-11.2	10.9	4.1	i	-2.3	38.4	i	1.3	-2.4
CCC(C)[C@H]1CNC(=S)N1CCc1cccc2ccccc12 (some centres undefined)	-131.4	-2.7	-1.9	i	1.1	6.8	i	0.5	-0.5
CCCCn1nc(NC(=O)COC)c2cc3cc(OC)ccc3nc21	-3.2	16.0	-1.7	i	10.5	-0.9	x	0.4	-2.0
COc1ccc(C(=O)C2CCN(CC(=O)NCc3ccccc3)CC2)cc1	8.4	-4.7	2.8	i	-2.2	-2.4	i	-2.4	-8.7
O=C(NCC1COc2ccccc2O1)C1C2C=CC3(CN(Cc4cccs4)C(=O)C13)O2 (centres undefined)	11.6	-6.1	-0.1	i	1.5	-2.3	i	-2.3	3.5
COc1cccc(NC(=O)Cn2c(CCC(=O)O)ccc2-c2ccccc2)c1	-10.9	6.1	-1.9	i	1.8	-2.8	i	-2.8	3.2
COc1cccc(NC(=O)NC(C)C2CC3CCC2C3)c1 (centres undefined)	1.7	16.3	-4.5	i	1.6	-7.3	i	0.5	-0.3
COc1ccc(-c2ccc(/C=C3\C(=O)N(c4ccccc4)N=C3c3ccccc3)o2)c([N+](=O)[O-])c1	17.8	14.8	6.8	i	0.0	-3.3	i	-0.6	18.5
NC(=O)c1ccccc1N	-8.0	14.6	2.0	i	x	-8.0	x	-0.3	-0.6
Cc1ccc(NC(=S)NN2CCN(C)CC2)cc1	6.0	5.9	-6.0	i	-6.3	-13.4	i	-4.0	-0.9
Cc1cc(C)cc(SCc2noc(C(=O)NCCC(C)C)c2C(=O)NCCC(C)C)c1	-1.5	-16.3	-5.3	i	-5.3	28.7	i	5.1	0.6
O=C(N/N=C/c1cccc(Oc2ccc([N+](=O)[O-])cc2[N+](=O)[O-])c1)c1cncc(Br)c1	3.7	6.0	3.5	i	2.7	27.8	i	-1.9	19.0
O=C(COc1ccc(Cl)cc1Cl)N(Cc1ccco1)C1CCS(=O)(=O)C1 (centres undefined)	6.4	9.0	-1.5	i	-0.4	11.4	i	1.6	-1.7
Cc1ccc(S(=O)(=O)NCC(=O)N/N=C/c2ccc(Cl)cc2)cc1	-5.4	-5.6	-1.2	i	-1.4	-1.3	i	-1.9	-3.0
Oc1cccc(/C=N/c2c(-c3ccco3)nc3ccccn23)c1	30.5	-7.2	-9.2	i	-18.5	-2.4	x	1.0	0.2
COc1ccc(CCNc2c3ccccc3nc3ccccc23)cc1OC	-4.0	4.3	0.9	i	-5.0	-12.2	i	-5.5	-0.6
O=C(COC(=O)CCc1ccc(S(=O)(=O)N2CCOCC2)cc1)NC1CCCCCC1	3.0	2.1	-0.1	i	-3.0	-0.6	i	0.0	-1.3
COc1ccc(C(=O)NC(=S)N2CCC(C)CC2)cc1	-20.8	2.8	-7.2	i	0.6	-2.2	i	-0.8	10.4
COC(=O)C1=C(C)Nc2nnnn2C1c1ccc(Cl)cc1Cl (centres undefined)	-2.3	-5.2	3.4	i	2.3	4.7	i	0.7	-2.6
Cc1cccc(N2CN(Cc3ccco3)CNC2=S)c1C	-4.7	5.3	-1.0	i	3.2	-7.4	i	1.2	1.9
CCCC(=O)NC(NC(=S)Nc1ccc(N=Nc2ccccc2)cc1)C(Cl)(Cl)Cl (centres undefined)	28.3	0.3	2.1	i	-11.1	6.1	i	1.4	8.6
CCCC#Cc1ccc2c(c1)O[C@H](CN(C)S(=O)(=O)c1cccc(OC)c1)[C@H](C)CN([C@H](C)CO)S2(=O)=O	15.2	-1.7	-5.5	i	-10.8	34.3	i	3.7	-0.7
CC1CCCN(Cc2c(O)ccc3c4c(c(=O)oc23)CCCC4)C1 (centres undefined)	-3.0	-7.3	-3.1	i	3.8	-5.0	i	1.8	-6.3
Cc1ccc(C)c(NC(=S)Nc2cccc3cnccc23)c1	19.9	4.6	35.5*	i	4.5	-0.4	i	-0.9	5.0
Cc1cc(C(=O)COC(=O)c2cc(Cl)ccc2N)c(C)n1Cc1ccco1	-16.0	0.2	4.3	i	0.4	27.9	x	-1.3	8.3
CC1(C)C2([N+](=O)[O-])CN3CC1([N+](=O)[O-])CN(C2)C3c1ccccc1 (centres undefined)	7.8	7.0	-3.0	i	3.3	-5.1	i	-1.8	4.7
COc1cc(-c2nnc3sc(C4CCCCC4)nn23)cc(OC)c1OC	2.4	-28.6	4.2	i	11.5	15.7	i	-0.9	3.5
Cc1ccc(N2CCN(C(=O)c3cccs3)CC2)c(C)c1	1.3	-0.2	-2.6	i	-1.8	5.3	i	-3.8	-5.5
Cc1ccc(C(O)Cn2cc([N+](=O)[O-])nc2C)cc1 (centres undefined)	-3.2	-2.4	-2.9	i	-1.7	-4.1	i	-2.6	-2.1
CC(C)c1ccc(NC(=O)C2(C)Cc3c(-c4ccc(N(C)C)cc4)ccnc3O2)cc1 (centres undefined)	1.2	-6.8	2.9	i	-7.0	20.1	x	1.1	7.8
COc1ccc(C(C)(C)C)cc1NC(=O)Cn1cnnn1	6.2	3.1	-3.8	i	3.5	-1.5	i	-3.1	-5.2
COc1ccccc1/C=C/CN1CCCC(CO)(Cc2cccc(Cl)c2)C1 (centres undefined)	4.5	-6.3	1.9	i	-1.4	10.9	i	-5.5	-0.2
O=C(CN1CCN(C(=O)c2ccccc2)CC1)Nc1ccc(Br)cn1	3.1	-5.1	-1.1	i	-3.6	-1.3	i	2.4	4.9
Cc1ccc(-c2cc(C(F)F)nc(N3CCOCC3)n2)cc1	0.7	6.6	-6.0	i	-4.3	25.4	i	1.8	-3.3
CC(Oc1ccc(Cl)cc1)c1ccc(C#N)c(=O)[nH]1 (centres undefined)	15.0	4.8	0.3	i	0.5	0.3	i	2.7	0.8
O=C(NCCN1CCOCC1)C1CC(=O)N(c2cccc(C(F)(F)F)c2)C1 (centres undefined)	-2.5	3.3	2.9	i	2.8	-6.1	i	-0.4	3.4
CC1Cc2cc(/C(O)=C3\C(=O)C(=O)N(CCN(C)C)C3c3ccccc3F)ccc2O1 (centres undefined)	-1.5	-12.4	-0.5	i	1.0	-8.4	i	-4.5	3.4
Cc1cc(Nc2ccccc2)n(C(=O)c2ccccc2)n1	-1.6	12.1	-1.6	i	3.0	19.9	i	-1.1	-2.7
COc1cccc(C2(C)NC(=O)N(CC(=O)Nc3ccc(N4CCOCC4)cc3)C2=O)c1 (centres undefined)	0.2	19.5	-2.1	i	0.3	-9.2	i	1.7	0.9
O=C(O)CCCSc1nccn1-c1ccccc1	-4.4	5.2	-5.5	i	-3.2	-4.9	i	-0.8	1.8
O=C(CSc1nnc(-c2cccnc2)s1)Nc1ccnc2ccccc12	-13.7	-0.2	-8.7	i	-3.8	-12.7	i	-3.3	-3.9
CC(=O)Nc1ccccc1-c1nnc(SCc2ccccc2Cl)[nH]c1=O	3.7	-8.2	-4.1	i	2.1	-8.2	i	1.5	1.2
